From PubChem BioAssay
IkB sig inh = suppresses IkB signaling in ABC-DLBCL reporter cells; ABC-DLBCL IkBa-CBG/CBR dual luciferase ratio, 4 h; response scale: scaled: untreated 0%, proteasome inhibitor 100%; Potency, µM (titrated, usually from 57.1 µM), for the others: at the top dose IkBa stabilization activation; actives 0.04% (n = 110,000); AID 445; active = well fitted curve in the direction sought with a large enough effect in the signal ratio, not every such curve was filed as active; inconclusive = small, poorly fitted or top-dose-only effect, or a change in a side signal; the % refers to the signal ratio;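 also: the direction sought is a rising ratio; 0% = basal untreated cells and 100% = reference inhibitor full response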
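Luminescence ratio of IκBα-fused green versus native red beetle luciferase in OCI-Ly3 cells, 4 h post-doxycycline with compound; red signal alone, scaled from basal (0%) to zero light (-100%), flagged nonspecific or cytotoxic effects.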
p53ts 32C tox = kills p53ts cells at the permissive temperature; actives 0.93% (n = 130,000); Potency, µM (series often up to 46.1 µM), without a hit: at the highest dose activity change, negative = cytotoxicity, usual class: cytotoxic; H1299-p53A138V at 32C, ATP luminescence viability, 24 h;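 also: 0% = DMSO and -100% = full killing by reference compound; nearly all actives have a fitted effect of over 55% in size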
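Cells: H1299 p53ts (A138V), 600/well, pre-incubated 16–30 h at 37C. Cpd up to 46 uM, 24 h, 32C. Readout: ATPlite luminescence, 20 min RT. Normalization: DMSO vs tamoxifen 100 uM. AC50 by Hill equation.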
p53ts 39C tox = kills p53ts cells at the nonpermissive temperature; H1299-p53A138V viability at 39C, ATP luminescence, 24 h; Potency, µM (doses to about 46.1 µM), inactives show at the top dose activity change, negative = cell killing, hits mostly cytotoxic; actives 1.5% (n = 130,000); also: nearly all actives have a fitted effect of over 55% in size
Peg3 imprint = induces erasure of genomic imprints in mouse ES cells | mouse ES Peg3-LacZ reporter, beta-gal luminescence, 40 h | Potency, µM (titrated, usually from 60.7 µM), for inactives: top-dose activity change, positive = activation, actives largely listed as activators | actives 0.02% (n = 110,000);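 also: 0% = negative control wells on the plate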
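Each well holds 300 Peg3LacZ-Neo (maternal) female ES cells incubated 40 h at 37C, 5% CO2. LacZ is measured by BetaGlo luminescence, with AC50 and maximum efficacy derived from dose-response curves.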
Active calls of the source: *; u = inconclusive; x = no result given; [ ] = remark or other dose. Unless noted, calls follow the shape of the dose curve; as a rule, active = well fitted curve in the direction sought with a large enough effect; inconclusive = small, poorly fitted or top-dose-only effect, or another doubt; inactive = no such curve, though single readings can be large; an effect the other way counts as inactive or inconclusive. Unless noted, % is scaled to controls: 0 for no effect and ±100 for the full control effect; potency is read from the fitted curve at half-maximal effect.

SMILES	IkB sig inh	p53ts 32C tox	p53ts 39C tox	Peg3 imprint
O=C(O)CCN(CCC(=O)O)c1ccccc1	3.4%	0%	2%	-4%
CCc1ccccc1NC(=O)CCCn1c(=O)c2cccn2c2ccccc21	-3.5%	14%	-12%	4%[10.9 µM]
Cc1ccc(C(=O)N2CCN(S(C)(=O)=O)C2)cc1	0.7%	6%	13%	0%
CC1CCN(c2nc3ccccc3nc2SCC(=O)Nc2ccccc2C(C)C)CC1	u	6%	-6%	-16%[10.9 µM]
C=CCn1c(-c2ccc(Cl)cc2)c[nH]c1=S	u	-2%	-1%	-10%
CCOc1ccccc1NC(=O)Cn1c(=O)n(Cc2ccco2)c(=O)c2ccc(C(=O)NC3CCCC3)cc21	0.2%	-15%	u	-7%[10.9 µM]
COc1ccc(OCC(=O)NCc2ccc3c(c2)CCN3C(=O)c2cccc(C)c2)cc1	3.6%	-7%	-10%	-20%[10.9 µM]
O=C(CNS(=O)(=O)c1ccc(Br)cc1)N1CCN(c2ccc(F)cc2)CC1	x	10%	-9%	x
NCCCCCC(=O)O	-1.0%[25.6 µM]	-5%	-2%	-2%
Nc1nc(NCc2ccco2)nn1-c1ccccc1	12%	1%	2%	-2%
CCOC(=O)c1sc2ccccc2c1S(=O)(=O)Nc1c(C)cccc1C	u	14%	-5%	-8%[10.9 µM]
O=C(Nc1ccc(N2CCOCC2)cc1)Nc1cnsn1	1.8%	u	u	-34%[inhibitor]
Cc1noc(C)c1-c1cc(NCc2ccccc2)ncn1	0.4%[11.4 µM]	7%	-7%	-3%
COc1ccccc1C(=O)OCC(=O)Nc1ccc(OC(F)F)cc1	0.2%	3%	-5%	-5%
CCOc1ccc(S(=O)(=O)N2CCN(c3ccc(Cl)c(Cl)c3)CC2)c2ccccc12	4.2%	6%	2%	9%[10.9 µM]
O=C(CSc1nnc(Cc2cccs2)n1-c1ccccc1)Nc1ccc2c(c1)OCCO2	3.5%	10%	3%	-29%
CCOC(=O)c1c(C)[nH]c(C(=O)COC(=O)C2CC2C)c1C (stereo unspecified)	0.5%	-2%	-1%	-7%
O=C(NCCN1CCN(c2ccccc2)CC1)C1CCN(S(=O)(=O)c2cccs2)CC1	0.9%	-9%	-20%	-20%
CCCS(=O)(=O)N1CCC(C(=O)NCCc2ccccc2)CC1	-2.4%	14%	3%	12%
Cc1ccnc(SCCn2c(N3CCOCC3)nc3c2c(=O)[nH]c(=O)n3C)n1	0.1%	7%	15%	4%

Overlap with the part before: 5 compounds, then new ones.
SMILES	IkB sig inh	p53ts 32C tox	p53ts 39C tox	Peg3 imprint
O=C(CSc1nnc(Cc2cccs2)n1-c1ccccc1)Nc1ccc2c(c1)OCCO2	3.5%	10%	3%	-29%
CCOC(=O)c1c(C)[nH]c(C(=O)COC(=O)C2CC2C)c1C (stereo unspecified)	0.5%	-2%	-1%	-7%
O=C(NCCN1CCN(c2ccccc2)CC1)C1CCN(S(=O)(=O)c2cccs2)CC1	0.9%	-9%	-20%	-20%
CCCS(=O)(=O)N1CCC(C(=O)NCCc2ccccc2)CC1	-2.4%	14%	3%	12%
Cc1ccnc(SCCn2c(N3CCOCC3)nc3c2c(=O)[nH]c(=O)n3C)n1	0.1%	7%	15%	4%
COC(=O)c1ccc(Nc2nnc(-c3ccc(C)c(S(=O)(=O)N4CCN(C)CC4)c3)c3ccccc23)cc1	u	0%	-24%	-20%[10.9 µM]
COc1cccc(-c2cc(C(F)(F)F)nc(NCCc3ccccc3)n2)c1	0.1%	-7%	-14%	-6%[10.9 µM]
COc1cccc(N2CCN(C(=O)C3CCN(S(=O)(=O)c4c(C)noc4C)CC3)CC2)c1	u	5%	-3%	-5%[10.9 µM]
COc1ccc(-n2c(=O)c3sc4ccccc4c3n(CC(=O)Nc3ccccc3F)c2=O)cc1	u	0%	5%	20%[10.9 µM]
CCOC(=O)CSc1nnc(-c2nnc(SCC(=O)OCC)n2CC)n1CC	0.3%	-1%	8%	3%
Cc1cc(C)cc(NC(=O)c2sc3nc4n(c(=O)c3c2C)N=C(c2ccc(F)cc2)CS4)c1	-1.2%	-5%	1%	9%[10.9 µM]
CCCNS(=O)(=O)c1ccc2nc(NC(=O)c3ccc(F)cc3)sc2c1	u	6%	-4%	-8%[10.9 µM]
CCC(=O)N1CCc2cc(Br)cc(S(=O)(=O)CCC(=O)Nc3ccc(C)c(F)c3)c21	3.2%	-1%	-10%	6%[10.9 µM]
O=C(OCCCN=C1NS(=O)(=O)c2ccccc21)C1CC(=O)N(c2ccc(Cl)cc2)C1 (stereo unspecified)	x	5%	27%	x
COc1ccc(OC)c(CNc2ncc(-c3ccc(Cl)cc3)n2C)c1	u	-13%	-2%	-20%[10.9 µM]
COCc1cc(C)c(C#N)c(=S)[nH]1	-1.6%	-15%	12%	-10%
Cc1cc(=O)oc2cc(OC3C=CC(C#CC(C)(C)C)OC3CO)ccc12 (stereo unspecified)	x	4%[9.22 µM]	3%[9.22 µM]	x
CCOC(=O)C1CCN(C(=O)Nc2ccc(NC(=O)C3CCN(C(=O)OCC)CC3)cc2)CC1	-0.4%	17%	-10%	1%
O=C(Nc1ccn(C2CC(OC(=O)c3ccccc3)C(CO)O2)c(=O)n1)c1ccccc1 (stereo unspecified)	0.3%	-14%	-10%	-1%
O=C(c1ccco1)N(Cc1cccs1)c1ccc(F)cc1	-2.1%	2%	-9%	-6%[10.9 µM]
N#CC1=C(N)N(c2ccccc2C#N)C2=C(C(=O)CCC2)C1c1ccsc1 (stereo unspecified)	2.2%	0%	23%	-4%
COC(=O)c1[nH]cnc1C(=O)c1ccccc1	-4.8%	1%	6%	-10%
CN(CCO)C1=CC(=O)CC(C)(C)C1	x	1%	4%	x
Fc1cccc(Cl)c1CNCCSc1nnnn1-c1ccccc1	0.3%	5%	-4%	-11%[10.9 µM]
N[C@@H](C(=O)O)c1cc(O)ccc1Cl	1.8%	3%	-16%	-19%
CCOC(=O)c1cc(-c2ccc(C)cc2)n(CCC(=O)Nc2nc3c(C)cccc3s2)c1C	u	22%	-8%	-11%[10.9 µM]
O=C(Nc1ccc(Cl)cc1Cl)c1cc(S(=O)(=O)N2CCC3(CC2)OCCO3)ccc1F	u	-7%	-26%	-16%[10.9 µM]
O=C(COC(=O)c1cc([N+](=O)[O-])ccc1NCCO)c1ccc(Cl)cc1	x	9%	21%	x
CCN(CC)S(=O)(=O)c1cccc(C(=O)NC(C(=O)Nc2nnc(C3CC3)s2)C(C)C)c1 (stereo unspecified)	0.3%	11%	-11%	-15%
COc1cc(NC(=O)Cn2ncc3c2-c2ccccc2OC3)cc(OC)c1OC	u	-2%	-8%	-16%
Cn1cccc1C(=O)N1CCC2(CC1)CN(c1ccccn1)C2	1.4%[11.4 µM]	4%	-19%	x
COc1ccc(C2CC(c3ccccc3)n3nc(NC(=O)c4cccs4)nc3N2)cc1 (stereo unspecified)	-1.1%	13%	8%	-13%
O=C(Cn1cnc2c(nnn2-c2ccc(F)cc2)c1=O)N1CCCC1	-2.5%	4%	2%	-8%
CCN(CC)S(=O)(=O)c1ccc2c(c1)c(=O)c(C(=O)N1CCN(c3cc(Cl)ccc3C)CC1)cn2C	-0.8%	11%	-13%	11%[10.9 µM]
CCn1c(=O)cc(SCC(=O)NCCc2cccc(C)c2)c2ccccc21	u	3%	-28%	7%[10.9 µM]
CCOC(=O)N1CCN(C2=NC3(CCCCC3)C(C#N)C(=O)N2)CC1 (stereo unspecified)	-0.4%	6%	-4%	-11%
O=C(Nc1ccccc1C(=O)OCn1nnc2ccccc2c1=O)c1ccco1	2.8%	-6%	-6%	-54%[inhibitor]
Cc1ccc(CNC(=O)COC(=O)c2c(C)noc2C)cc1	-1.7%	-3%	-12%	-16%
COC(=O)c1ccc(NC(=O)N2CCN(c3nnc(C)c4c(C)n(-c5ccccc5)nc34)CC2)cc1	-1.1%	1%	-10%	12%[10.9 µM]
Cc1ccc(-n2nnnc2SCC(=O)NCCC2=CCCCC2)c(C)c1	u	6%	-1%	-3%
CCCN(CCC)CCCNC(=O)c1cn(C)c2ccc(S(=O)(=O)N3CCOCC3)cc2c1=O	-2.1%	6%	17%	4%[10.9 µM]
Clc1ccccc1OCCN1CCCCC1	2.2%	-9%	-4%	-16%
CCc1ccc(-n2nc(C)c3c(C)cc(=O)n(CC(=O)Nc4ccccc4C(=O)OC)c32)cc1	u	3%	6%	-10%[10.9 µM]
Cc1ccc2[nH]c(=O)c(C(c3nnnn3CC3CCCO3)N3CCCc4ccccc43)cc2c1 (stereo unspecified)	2.7%	2%	-4%	-17%
Cn1c(SCC(=O)NC2CCCC2)nc2cccnc21	1.3%	6%	5%	x
CS(=O)(=O)N(CC(=O)NCc1ccccn1)c1ccc2c(c1)OCCO2	1.6%	3%	-1%	-3%
COc1ccc(OCc2nc3c4c(-c5ccccc5)c(-c5ccccc5)oc4ncn3n2)cc1	5.5%	9%	41%[activator]	9%[10.9 µM]
CCN(CC)CCNC(=O)c1cc(Br)c(N)cc1OC	1.0%[25.6 µM]	1%	-1%	-6%
O=C(NCc1ccc(Cl)cc1)c1ccc2c(c1)NC(=O)C(CS(=O)(=O)Cc1ccccc1Cl)N2 (stereo unspecified)	u	u	u	-3%[10.9 µM]
O=S(=O)(c1cccs1)N1CCN(c2ncccn2)CC1	-0.8%	2%	2%	-1%
Cc1ccc(-n2c(C)cc(C(=O)CSc3nnnn3C)c2C)cc1	9.9%	-18%	-24%	-71%[inhibitor]
O=c1c(-c2ccc3c(c2)OCCO3)coc2c(CN3CCOCC3)c(O)ccc12	1.5%	-14%	-12%	-15%
CCCCC(=O)c1c(O)c2ccccc2oc1=O	u	12%	-3%	-68%[inhibitor]
O=C(O)c1ccc(NCc2ccc3c(c2)OCO3)cc1	2.0%	0%	-10%	-55%[inhibitor]
CCCSc1nnc(N2C(=O)CC(c3ccsc3)C3=C2CCCC3=O)s1 (stereo unspecified)	-4.2%	7%	2%	-31%[inhibitor]
CCn1ncc(C2=NOC(C(=O)NCc3ccccc3)C2)c1C (stereo unspecified)	x	0%	-2%	x
COc1ccc(OC)c(C2C(C#N)=C(N)Oc3c2c(C)nn3-c2ccc(C)cc2)c1 (stereo unspecified)	-5.2%	-3%	-16%	x
O=C(O)c1cccc(-c2nnn(Cc3ccccc3Cl)n2)c1	x	-6%	-15%	x
CCOc1ccc(Cn2c(CNS(=O)(=O)c3ccc(C(C)(C)C)cc3)nc3cccnc32)cc1	u	1%	-27%	8%[10.9 µM]
O=C(Nc1ccc(Br)cc1F)c1sccc1-n1cccc1	-1.9%	4%	-16%	-16%
Cc1ccccc1C(=O)NC1CCN(Cc2nnnn2C2CCCC2)CC1	x	5%	-3%	x
COc1ccc(CC(=O)N2CCc3c([nH]c4ccccc34)C2c2ccc(SC)cc2)cc1 (stereo unspecified)	-0.5%	15%	-3%	5%[10.9 µM]
CCN(CC)C(=O)Cn1c(=O)n(-c2ccc(Cl)cc2)c(=O)c2c3c(sc21)CCC3	3.9%	14%	6%	6%[10.9 µM]
CCOc1nc(NC(=O)NS(=O)(=O)Oc2ccccc2)nc(-c2ccccc2)n1	0.3%	-10%	-11%	-13%[10.9 µM]
O=C1[C@H]2[C@H]3[C@H](O)[C@H](O)C/C(=N/OC[C@@H](O)COCc4ccco4)[C@@H]3CC[C@@H]2C(=O)N1Cc1ccc2c(c1)OCO2	x	-4%[9.22 µM]	13%[9.22 µM]	x
CCN1CCN(C(c2cc3cccc(C)c3[nH]c2=O)c2nnnn2Cc2ccccc2)CC1 (stereo unspecified)	0.2%	-4%	-22%	-13%
COc1ccccc1OCC(=O)NCc1nc(-c2ccc(Cl)cc2)no1	-0.7%	-5%	-8%	-3%[10.9 µM]
O=C(NCCc1ccccc1)C1CCCN1C(=O)Nc1ccc(F)cc1 (stereo unspecified)	-0.2%	8%	-5%	-15%

Arranged by molar mass (falling): 3 of the compounds above.
SMILES	IkB sig inh	p53ts 32C tox	p53ts 39C tox	Peg3 imprint
O=C1[C@H]2[C@H]3[C@H](O)[C@H](O)C/C(=N/OC[C@@H](O)COCc4ccco4)[C@@H]3CC[C@@H]2C(=O)N1Cc1ccc2c(c1)OCO2	x	-4%[9.22 µM]	13%[9.22 µM]	x
O=C(Nc1ccc(Br)cc1F)c1sccc1-n1cccc1	-1.9%	4%	-16%	-16%
O=C(O)c1ccc(NCc2ccc3c(c2)OCO3)cc1	2.0%	0%	-10%	-55%[inhibitor]
